# Compound activity: PubChem BioAssay, several laboratories
# HTR5A ag ctr: HTR5A agonists in luminescence cell assay, primary screen, counter-screen for OPRM1-OPRD1 heterodimer agonist project, full-deck HTS | 5-hydroxytryptamine receptor 5A (Homo sapiens), P47898 | cell-based | activation, % at 9.3 µM | 340,000 compounds, 0.61% hits | AID 504692, 2011; in the data active = activation mostly above about 9.5%, no sharp cut-off; inactive = mostly below about 7.6%;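 note: 0% = cells with vehicle only and 100% = reference agonist; strong numbers were not always called active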
# Target sequence (P47898 whole entry, looked up): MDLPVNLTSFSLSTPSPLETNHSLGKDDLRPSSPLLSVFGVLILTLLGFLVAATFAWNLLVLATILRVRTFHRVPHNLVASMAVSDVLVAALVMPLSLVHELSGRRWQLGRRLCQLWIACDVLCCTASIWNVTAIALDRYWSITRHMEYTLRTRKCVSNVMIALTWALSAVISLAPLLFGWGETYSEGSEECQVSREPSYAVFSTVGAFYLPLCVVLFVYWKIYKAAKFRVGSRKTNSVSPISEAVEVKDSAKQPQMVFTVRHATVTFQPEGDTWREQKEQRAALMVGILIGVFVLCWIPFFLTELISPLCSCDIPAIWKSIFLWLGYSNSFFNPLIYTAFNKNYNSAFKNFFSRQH
# MITF TRPM1 HTS: activators of MITF-driven TRPM1 promoter reporter, primary screen, cell-based, SK-MEL-5, luciferase, single point; SK-MEL-5 TRPM1-promoter luciferase, 24 h; % of positive control, neutral wells = 0; activation, % at 12.5 µM; 300,000 compounds, 0.75% hits;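 active = mean activation of at least 80% with every replicate also reaching 80%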;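 note: 0% = neutral control wells and 100% = parthenolide positive control wells; values of inactives mirror those of a sister screen read the other way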
# dFosB act: activators of delta FosB homodimer, primary screen, biochemical, fluorescence polarization, TAMRA-CDK5 oligo, single point; purified delta FosB; percent of positive-control signal above neutral wells; Protein FosB (Mus musculus), P13346; 340,000 compounds, 0.99% hits; activation, % at 25 µM;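 active = mean activation above about 17%, with every replicate also reaching it, limit read from the data, passing the limit was not always enough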;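 note: fluorescence polarization rise as delta FosB binds a TAMRA Cdk5 AP-1 oligo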
# Rtt109 HAT inh: inhibitors of C. albicans Rtt109/Vps75 HAT, primary screen, biochemical, ThioGlo CoA-SH fluorescence, plate reader; purified Rtt109/Vps75, 4 h; inhibition, % at 34.9 µM; 330,000 compounds, 0.16% hits; AID 540336, 2011;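 active = inhibition of at least 50% in every replicate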
# cardiac RTF act: cardiac RTF calcium sensitivity activators, primary screen, biochemical, IANBD-TnC fluorescence, EC20 calcium | IANBD-labeled TnC RTF fluorescence at EC20 calcium; 0% EC20 calcium, 100% full calcium | activation, % at 7.2 µM | 340,000 compounds, 0.24% hits | AID 493008, 2010;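 active = activation above the mean over all tested compounds plus 3 SD, cut at about 30% in these data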;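 note: rise in fluorescence read as greater calcium sensitivity of cardiac thin filaments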
# SR-BI HDL uptake: inhibitors of SR-BI mediated HDL lipid uptake, primary screen, ldlA[mSR-BI] cells, fluorescence, single point | ldlA[mSR-BI] CHO cells, DiI-HDL uptake fluorescence, 3 h | inhibition, % at 12.5 µM | 320,000 compounds, 0.96% hits;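 active = mean replicate inhibition of at least 70% and a set share of replicates each scoring 70 or more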;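 note: 0% = median of neutral control wells and 100% = median of positive control wells; values of inactives mirror those of a sister screen read the other way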
# PvdQ acylase: P. aeruginosa PvdQ acylase inhibitors, primary screen, biochemical, fluorescence, plate reader and imaging, single point; PvdQ acylase [Pseudomonas aeruginosa LESB58]; purified PvdQ acylase; inhibition, % at 10 µM; 340,000 compounds, 0.063% hits; AID 488965, 2010; in the data active = inhibition above about 30%, passing the limit was not always enough;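 note: 0% = vehicle neutral wells and 100% = reference inhibitor wells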
# SR-BI uptake up: activators of SR-BI mediated DiI-HDL uptake, primary screen, ldlA[mSR-BI] CHO cells, DiI fluorescence | 3 h; 100 = double the neutral-control signal | activation, % at 12.5 µM | 320,000 compounds, 0.096% hits;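 active = mean replicate activation of at least 60% and every replicate at or above 60%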;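 note: 0% = median plate neutral-control signal and 100% = twice that signal; values of inactives mirror those of a sister screen read the other way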
#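 Assay system: LDL receptor-deficient CHO ldlA cells overexpressing murine SR-BI / Medium: BSA-supplemented, HEPES-buffered Ham's F12, pH 7.4 / Probe or stimulus: DiI-labelled HDL at 10 µg/mL final / Timing: compound with DiI-HDL co-incubation, 3 h at 37 °C / Technique: bottom-read cell fluorescence after medium removal, ex 550/em 595 nm / Measure: HDL uptake via cellular fluorescence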
# CDK5 p35 inh: inhibitors of human CDK5/p35 kinase, primary screen, biochemical, single concentration | Recombinant CDK5/p35, ADP-Glo luminescence, 60 min | inhibition, % at 10 µM | AID 488839, 2010 | 330,000 compounds, 0.01% hits | Cyclin-dependent kinase 5 (Homo sapiens) + Cyclin-dependent kinase 5 activator 1 (Homo …;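 active = highest replicate inhibition of at least 50% and at least 75% of replicates reaching 50%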;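 note: plate controls were DMSO neutral control for no effect and GW8510 at 10 µM for full effect; many of its hits are not listed in these tables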
# Target sequence (Q00535 whole entry, looked up): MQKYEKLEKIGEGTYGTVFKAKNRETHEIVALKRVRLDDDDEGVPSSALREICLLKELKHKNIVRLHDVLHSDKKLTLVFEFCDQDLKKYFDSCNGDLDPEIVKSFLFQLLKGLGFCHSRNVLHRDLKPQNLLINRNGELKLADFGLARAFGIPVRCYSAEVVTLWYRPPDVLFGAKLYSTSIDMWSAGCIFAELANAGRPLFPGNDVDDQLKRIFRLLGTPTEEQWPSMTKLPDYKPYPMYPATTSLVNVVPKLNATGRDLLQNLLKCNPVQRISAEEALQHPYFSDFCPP
# Target sequence (Q15078 whole entry, looked up): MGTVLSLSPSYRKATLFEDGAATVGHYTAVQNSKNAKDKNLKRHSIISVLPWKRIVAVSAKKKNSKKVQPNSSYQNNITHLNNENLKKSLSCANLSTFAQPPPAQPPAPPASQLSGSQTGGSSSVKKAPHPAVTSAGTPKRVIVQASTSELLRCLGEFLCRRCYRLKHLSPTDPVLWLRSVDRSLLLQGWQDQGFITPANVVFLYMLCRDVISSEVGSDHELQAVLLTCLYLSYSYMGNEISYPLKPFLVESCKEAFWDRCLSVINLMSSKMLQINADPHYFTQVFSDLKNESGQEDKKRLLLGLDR
# Wnt bcat act: Wnt/beta-catenin pathway activators, primary screen, cell-based, plate reader, single point | Wnt/beta-catenin reporter cell assay, activator | activation, % at 9.35 µM | 300,000 compounds, 1.2% hits | AID 743398, 2014; in the data active = activation above about 30%, passing the limit was not always enough;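 note: 0% = neutral control wells and 100% = positive control wells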
# * = called active by the depositor; . = no result given. An unsorted share of the library; overall some 4.4% were active at least once.
# Fields: CDK5 p35 inh	PvdQ acylase	dFosB act	SR-BI uptake up	MITF TRPM1 HTS	SR-BI HDL uptake	HTR5A ag ctr	Rtt109 HAT inh	cardiac RTF act	Wnt bcat act
COc1cccc(CNC(=O)C(CCSC)NS(=O)(=O)c2ccc3c(c2)oc(=O)n3C)c1 (stereo unspecified)
→ 0.6	-6	-7	5	1	-5	-2	-13	-2	-1
O=C1Nc2c(Br)cc(Br)cc2C1(O)N1CCOCC1 (stereo unspecified)
→ -1.2	-5	-11	-13	-12	13	6	1	-5	4
CC1CN(C(=S)NC(=O)c2ccc([N+](=O)[O-])cc2)CC(C)O1 (stereo unspecified)
→ -1.0	-18	0	44	-5	-44	-9	-6	0	.
O=C(NC(Cc1c[nH]c2ccccc12)c1nnc2n1CCCCC2)c1ccccc1Cl (stereo unspecified)
→ 1.5	-13	-8	11	-11	-11	4	-4	-2	.
COc1cccc(C(=O)Nc2cc(Cl)c(O)c(Cl)c2)c1
→ -1.3	14	-5	.	-13	.	-6	10	2	5
COc1cc2c(cc1OC)C(C(=O)Nc1ccc3c(c1)OCCO3)C(c1cccnc1)N(C)C2=O (stereo unspecified)
→ 0.3	-9	7	.	-13	-15	1	-4	-5	6
CC(=O)N1CCN(CC(C)(C)NS(=O)(=O)c2ccccc2)CC1
→ -0.7	0	-3	19	-4	-19	1	-14	1	-4
Cc1cc(C)c(C#N)c(SCC(=O)c2ccccc2)n1
→ 0.6	0	4	-8	14	8	5	-10	-5	2
CCOC(=O)C1(Cc2ccccc2)CCN(Cc2cc(OC)c3c(c2)OCO3)CC1
→ 0.3	-11	-9	2	6	-2	2	-5	5	13
COc1ccc(-c2cc(C(=O)OCC(=O)N3CCCC3)c3ccccc3n2)cc1
→ -0.5	-7	0	-41	29	41	10	-15	4	.
CC1(C)NC(=O)N(CC(=O)N2CCC(Cc3ccccc3)CC2)C1=O
→ 0.6	-16	-1	10	-9	-10	-3	5	-4	4
CCn1c(=N)n(CC(O)c2cccs2)c2ccccc21 (stereo unspecified)
→ -0.1	-9	-5	8	-8	-8	-3	2	2	-4
CCOc1ccc2[nH]c(=O)c(CN(CCO)C(c3nnnn3C3CCCCC3)C(C)C)cc2c1 (stereo unspecified)
→ -1.4	-1	-3	6	10	-6	-15	10	-3	.
CC(Oc1ccc(Cl)cc1Cl)c1nc(-c2ccc(NC(=O)c3ccncc3)cc2)no1 (stereo unspecified)
→ -1.2	-5	8	-13	-19	13	6	-2	2	-1
CCOC(=O)C1(C(=O)O)NC(=O)CC1c1ccccc1 (stereo unspecified)
→ 0.0	-3	-13	39	3	-39	-1	7	-3	.
COc1ccc(OC)c(/C=N\NC(=O)c2ccc(=O)n(C)c2)c1
→ 0.3	-3	-2	-9	-6	9	8	1	-1	0
OC1(c2ccc3c(c2)OCO3)CCN(Cc2ccc(F)cc2)CC1
→ -2.0	-4	-10	.	9	.	-1	2	0	-1
Cc1nc2ccccn2c1C(=O)N/N=C/c1ccc2c(c1)OCO2
→ -1.8	-3	-12	-4	88*	4	1	-2	-3	0
NNC(=O)Cn1c(COc2ccc(Cl)cc2)nc2ccccc21
→ -0.4	-9	-5	25	12	-25	.	0	0	2
COCCNC(=O)CC(NS(=O)(=O)c1ccc(C)cc1)c1ccco1 (stereo unspecified)
→ 0.0	6	3	8	-5	-8	3	-4	-3	.
O=C(c1ccc(CSc2nc3ccncc3[nH]2)cc1)N1CCN(c2cccc(Cl)c2)CC1
→ -6.0	-8	-2	-3	.	3	1	-5	0	-4
CN(CC(=O)Nc1ccc(Cl)c(Cl)c1)C(=O)c1cccc2cccnc12
→ 0.8	8	4	-22	6	22	-4	0	-2	0
N/C(CN1CCCC1=O)=N\OC(=O)c1ccc(Cl)c(Cl)c1
→ 0.4	8	3	18	6	-18	3	-11	0	1
COc1ccc(-c2cc(C(=O)NCc3ccccc3)no2)cc1OC
→ -1.7	-12	-8	17	8	-17	0	1	-1	.
Cn1c(CC(=O)NNC(=O)c2ccccc2F)nc2ccccc21
→ -0.8	-11	2	4	0	-4	1	2	-2	-2
COc1ccc(CCNC(=O)c2ccc(CS(=O)(=O)Cc3cccc(C)c3)o2)cc1OC
→ -1.1	-4	-6	-42	-7	42	-3	4	0	0
CC(=O)c1cccc(NC(=O)C2CC(=O)N(C3CCCC3)C2)c1 (stereo unspecified)
→ 0.8	-4	0	7	3	-7	2	0	0	0
Cc1cc(C)cc(C(=O)Nn2cnnc2)c1
→ -0.2	-10	-1	21	.	-21	0	-5	-3	-1
COc1ccc(C2/C(=C(/O)c3ccc(F)cc3)C(=O)C(=O)N2c2ccccn2)cc1OC (stereo unspecified)
→ 0.9	-17	-20	-1	.	1	-2	0	-2	0
Nc1nonc1-n1nnc(C(=O)N/N=C/c2cccc(Cl)c2)c1-c1ccc2c(c1)OCO2
→ 0.5	-5	72*	-37	13	37	10*	-3	-5	-1
O=C(CCc1nnc(CCCCc2ccccc2)o1)NCc1cccc(F)c1
→ -0.8	12	3	3	3	-3	-1	.	-6	-1
CNS(=O)(=O)c1cccc(C(=O)NCC(c2ccco2)N(C)C)c1 (stereo unspecified)
→ -2.5	-2	-5	.	-3	.	6	-1	-4	-2
CCCCNC(=O)CN1CCC2(O)CCCCC2C1c1ccccc1OC (stereo unspecified)
→ 0.0	-12	0	19	-11	-19	1	2	5	-1
CCOC(=O)C(NC(=O)NCc1ccc(F)cc1)(OCC)C(F)(F)F (stereo unspecified)
→ 0.3	-2	-1	5	-9	-5	0	5	-7	.
CC(=O)N(CCc1cccc(C)c1)Cc1cc2ccc(C)cc2[nH]c1=O
→ -3.5	-2	-27	20	.	-20	6	1	-2	0
O=S(=O)(Nc1nc(-c2ccccc2)cs1)c1cccc(C(F)(F)F)c1
→ -0.8	-4	-3	.	.	.	4	10	-1	-1
O=C(COc1ccc([N+](=O)[O-])cc1)NCC(c1cccs1)N1CCOCC1 (stereo unspecified)
→ 0.4	2	0	4	-4	-4	4	-1	-7	-3
O=C(COc1ccc(Br)cc1Cl)c1ccc[nH]1
→ -1.5	5	-6	1	102*	-1	3	13	-1	19
O=C(NCCOc1ccc(Cl)cc1)c1cccc(S(=O)(=O)N2CCCC2)c1
→ 0.7	-1	-11	-2	-3	2	8	23	2	-3
Cc1ccc(NC(=O)CCSc2nnnn2-c2ccc3c(c2)OCO3)cc1C
→ 0.5	11	-9	-20	2	20	8	-5	3	-1

# Exported tab-delimited: part of the list above.
Structure	CDK5 p35 inh	PvdQ acylase	dFosB act	SR-BI uptake up	MITF TRPM1 HTS	SR-BI HDL uptake	HTR5A ag ctr	Rtt109 HAT inh	cardiac RTF act	Wnt bcat act
COc1ccc(C2/C(=C(/O)c3ccc(F)cc3)C(=O)C(=O)N2c2ccccn2)cc1OC (stereo unspecified)	0.9	-17	-20	-1	.	1	-2	0	-2	0
Nc1nonc1-n1nnc(C(=O)N/N=C/c2cccc(Cl)c2)c1-c1ccc2c(c1)OCO2	0.5	-5	72*	-37	13	37	10*	-3	-5	-1
O=C(CCc1nnc(CCCCc2ccccc2)o1)NCc1cccc(F)c1	-0.8	12	3	3	3	-3	-1	.	-6	-1
CNS(=O)(=O)c1cccc(C(=O)NCC(c2ccco2)N(C)C)c1 (stereo unspecified)	-2.5	-2	-5	.	-3	.	6	-1	-4	-2
CCCCNC(=O)CN1CCC2(O)CCCCC2C1c1ccccc1OC (stereo unspecified)	0.0	-12	0	19	-11	-19	1	2	5	-1
CCOC(=O)C(NC(=O)NCc1ccc(F)cc1)(OCC)C(F)(F)F (stereo unspecified)	0.3	-2	-1	5	-9	-5	0	5	-7	.
CC(=O)N(CCc1cccc(C)c1)Cc1cc2ccc(C)cc2[nH]c1=O	-3.5	-2	-27	20	.	-20	6	1	-2	0
O=S(=O)(Nc1nc(-c2ccccc2)cs1)c1cccc(C(F)(F)F)c1	-0.8	-4	-3	.	.	.	4	10	-1	-1
O=C(COc1ccc([N+](=O)[O-])cc1)NCC(c1cccs1)N1CCOCC1 (stereo unspecified)	0.4	2	0	4	-4	-4	4	-1	-7	-3
O=C(COc1ccc(Br)cc1Cl)c1ccc[nH]1	-1.5	5	-6	1	102*	-1	3	13	-1	19
O=C(NCCOc1ccc(Cl)cc1)c1cccc(S(=O)(=O)N2CCCC2)c1	0.7	-1	-11	-2	-3	2	8	23	2	-3
Cc1ccc(NC(=O)CCSc2nnnn2-c2ccc3c(c2)OCO3)cc1C	0.5	11	-9	-20	2	20	8	-5	3	-1

# Continuation:
# Fields: CDK5 p35 inh	PvdQ acylase	dFosB act	SR-BI uptake up	MITF TRPM1 HTS	SR-BI HDL uptake	HTR5A ag ctr	Rtt109 HAT inh	cardiac RTF act	Wnt bcat act
NC(=O)c1cnccc1C=Cc1ccccc1
→ -0.1	0	-2	24	2	-24	-1	-2	3	-4
CC(=O)c1c(C)[nH]c(C(=O)NCc2ccccc2Cl)c1C
→ 1.0	19	-12	11	.	-11	1	2	-3	.
O=C(CSc1nnc(NC2CCCCC2)s1)NCc1ccco1
→ -2.6	-25	-2	0	-2	0	2	.	6	-1
CC1(C)Cc2c(sc3nc(C4CC4)n(N)c(=O)c23)CO1
→ 0.1	-18	2	5	4	-5	-2	0	5	1
CC(C)CNC(=O)COC(=O)c1ccc([N+](=O)[O-])cc1Cl
→ 0.2	-7	3	8	11	-8	2	1	-2	-3
Cn1nnnc1SCC(=O)Nc1ccccc1-c1ccccc1
→ 0.0	0	3	-4	1	4	3	-4	-3	4
CCn1ncc([N+](=O)[O-])c1C(=O)Nc1ccc(C)c(C)c1
→ -1.3	-7	0	-14	.	14	0	2	5	-2
Cc1ccc(CNC(=O)CCNS(=O)(=O)c2cccc3nsnc23)cc1
→ -0.5	-8	2	-1	5	1	0	3	3	-3
O=C(O)C1C2CCCCC2=C2CCCCC2C1C(=O)c1ccccc1 (stereo unspecified)
→ 0.7	-1	1	12	-13	-12	6	19	-2	5
CNC(=S)NNC(=O)c1oc2nc(-c3ccccc3)cc(-c3ccco3)c2c1N
→ 0.0	-16	8	-5	.	5	3	3	2	1
COc1ccc(NC(=O)CN(C)CC(=O)Nc2sc3c(c2C(N)=O)CCC3)cc1
→ -0.2	-4	1	-8	-4	8	-2	6	-5	-1
